Screening results: PubChem, Sanford-Burnham Center for Chemical Genomics
APOBEC3G inh – blocks human APOBEC3G single-stranded DNA deamination | recombinant A3G, ssDNA deamination FAM/TAMRA fluorescence | inhibition, % at 20 µM | actives 0.28% (n = 330,000);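 active = inhibition of at least 40% at 20 µM, with no more than 30% in the related APOBEC3A deaminase screen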;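 also: plate controls were DMSO wells with A3G for no effect and wells lacking A3G enzyme for full effect; some compounds called inactive have numbers as strong as hits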
Target sequence (Q9HC16 whole entry, looked up): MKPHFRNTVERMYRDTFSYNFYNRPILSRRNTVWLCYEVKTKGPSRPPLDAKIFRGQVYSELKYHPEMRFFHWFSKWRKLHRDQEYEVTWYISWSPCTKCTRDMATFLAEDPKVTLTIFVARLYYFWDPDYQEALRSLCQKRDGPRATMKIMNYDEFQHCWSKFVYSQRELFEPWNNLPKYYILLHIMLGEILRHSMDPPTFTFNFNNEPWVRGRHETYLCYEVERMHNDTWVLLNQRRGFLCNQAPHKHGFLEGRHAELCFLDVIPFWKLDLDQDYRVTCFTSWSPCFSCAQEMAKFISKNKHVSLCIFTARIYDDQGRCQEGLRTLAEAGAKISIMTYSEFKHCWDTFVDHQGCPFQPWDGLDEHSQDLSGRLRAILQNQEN
MPTP block – permeability transition pore inhibition | isolated mouse mitochondria, Ca2+ swelling absorbance, 30 min | inhibition, % at 10 µM | actives 1.4% (n = 360,000);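 active = inhibition of 50% or more, scaled per plate between neutral and stimulator controls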;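 also: 0% = DMSO wells given calcium and 100% = 1 mM EGTA wells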
NR3A LBD binder – modulators (binders) of human NR3A ligand-binding domain. Tm shift relative to glycine control, % at 25 µM. NR3A LBD differential scanning fluorimetry, Tm shift; 0% = protein alone, 100% = glycine-bound protein. actives 2.5% (n = 340,000);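 active = melting temperature shift of at least 10% of the positive control shift, at one fixed dose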
mIAP activ – increases mouse intestinal alkaline phosphatase activity | muIAP, CDP-Star luminescence, 30 min; hits give high values; 1 = vehicle-only enzyme signal, 0 = enzyme-free wells | activation factor at 10 µM | actives 0.24% (n = 330,000) | AID 2805;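 active = activation factor of at least 2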; also: the source names both 10 and 20 µM as test concentration; values of inactives mirror those of a sister screen read the other way
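System: Mouse IAP enzyme | Also added: CDP-Star substrate | Dosing: Compounds dispensed in DMSO | Schedule: 30 min enzyme-substrate-compound incubation at room temperature | Technique: Chemiluminescence readout | Control set: DMSO-only wells and no-enzyme negative control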
mIAP block – mouse IAP inhibition. purified mouse IAP, CDP-Star luminescence, 30 min. inhibition, % at 10 µM. actives 0.2% (n = 330,000). AID 2806;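 active = inhibition of at least 40% at 10 µM in the primary screen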;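 also: plate controls were DMSO with enzyme for no effect and no enzyme wells for full effect; values of inactives mirror those of a sister screen read the other way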
hIAP activ – increases human intestinal alkaline phosphatase activity | AID 2524 | activation factor at 10 µM | actives 0.16% (n = 330,000) | purified human IAP, CDP-Star luminescence, 30 min; hits give high values; 1 = vehicle-only enzyme, 0 = enzyme-free background;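 active = activation factor of the enzyme at least 2-fold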; also: the source names both 10 and 20 µM as test concentration; values of inactives mirror those of a sister screen read the other way
hIAP inh – human IAP inhibition; P09923; purified IAP, CDP-Star luminescence, 30 min; inhibition, % at 10 µM; actives 0.12% (n = 330,000); AID 2544;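 active = inhibition reaching a set limit with compound at 10 µM in the primary screen, cut at about 35% in these data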;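 also: plate controls were DMSO wells with enzyme for no effect and no-enzyme buffer wells for full effect; values of inactives mirror those of a sister screen read the other way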
APOBEC3A inh – blocks human APOBEC3A ssDNA deamination. P31941. recombinant A3A, FAM/TAMRA ssDNA deamination fluorescence. inhibition, % at 20 µM. actives 0.41% (n = 330,000). AID 493011;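 active = at least 40% inhibition at 20 µM here, with at most 30% in a related deaminase screen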;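 also: plate controls were A3A with DMSO for no effect and wells lacking A3A enzyme for full effect; some results filed as inactive read as strong as hits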
Target sequence (P31941 whole entry, looked up): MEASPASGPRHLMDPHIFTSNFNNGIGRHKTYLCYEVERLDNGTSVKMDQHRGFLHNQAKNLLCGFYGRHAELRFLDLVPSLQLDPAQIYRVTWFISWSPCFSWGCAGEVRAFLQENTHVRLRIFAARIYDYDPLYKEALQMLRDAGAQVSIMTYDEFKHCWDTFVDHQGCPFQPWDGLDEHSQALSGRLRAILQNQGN
beta cell repl – induces beta-cell replication in MIN6 cells. MIN6 cells proliferation, ATPlite luminescence, 48 h; cells starved in 0.2% serum; 100% = growth in 10% serum. proliferation, % at 10 µM. actives 0.29% (n = 330,000);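 active = compounds whose signal lies at least 3.5 SD above the mean of all wells on their plate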;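 also: 0% = DMSO-treated cells in low-serum medium and 100% = 10% serum control; some compounds called inactive have numbers as strong as hits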
* = called active by the depositor; / = not tested or not shown. Random draw from the library. Share with any hit: about 5%.

1: CC1Cc2ccccc2N1S(=O)(=O)c1ccc2c(c1)n(C)c(=O)c(=O)n2C (centres undefined)
2: CC(=O)c1cc(C#N)c(N2CCN(c3ccccc3)CC2)nc1C
3: COc1ccc(C(=O)Nc2cc(Cl)cc(Cl)c2)c(OC)n1
4: C=CCn1c(SC(C)C(=O)NCc2ccc3c(c2)OCO3)nc2scc(-c3ccccc3)c2c1=O (centres undefined)
5: COc1ccccc1C(=O)Nc1ccc(S(=O)(=O)N2CCCC2)cc1
6: O=c1[nH]c(C2CCCN(S(=O)(=O)c3cccc(Cl)c3)C2)nc2c1nnn2Cc1ccc2c(c1)OCCO2 (centres undefined)
7: CCOc1ncccc1C(=O)OCC(=O)Nc1ccc(C(N)=O)cc1
8: Oc1ccc(Nc2nc(-c3ccc(O)cc3)cs2)cc1
9: COc1cc(C(=O)OCC(=O)NCc2ccco2)cc(OC)c1OC
10: CC1=C(/C=N/Nc2ccc([N+](=O)[O-])cc2[N+](=O)[O-])C(C)(C)CCC1
Assay by compound	1	2	3	4	5	6	7	8	9	10
APOBEC3G inh	1	-7	-1	-6	-5	-5	-6	-4	-2	0
MPTP block	3.6	0.6	0.6	-3.5	0.0	-1.2	-0.3	-1.5	1.1	12
NR3A LBD binder	-4	2	-1	0	-1	-4	-1	12*	-4	-1
mIAP activ	1	1	1	1	0.95	0.97	1	0.85	1.1	0.85
mIAP block	0	-3	-1	-2	5	3	-2	15	-8	15
hIAP activ	0.96	1.1	1	1	1.1	1.2	1	1.1	0.91	0.94
hIAP inh	4	-13	-1	-1	-11	-16	-2	-7	9	6
APOBEC3A inh	4	2	1	2	-8	-6	-1	-2	6	3
beta cell repl	-3	-1	-3	-4	0	-4	2	-5	-1	0

11: COc1ccc(CCNC(=O)Cn2nnc(-c3ccc(OC)c(OC)c3)n2)cc1OC
12: COC(=O)CSc1cc(SCC(=O)OC)c(C#N)c(SCC(=O)OC)c1
13: Cc1occc1-c1nnc(SCC(=O)Nc2nccs2)n1Cc1ccco1
14: NC(=O)c1cc2ccccc2o/c1=N\NC(=O)c1ccncc1
15: COc1cc2c(cc1NC(=O)c1ccc(C)c([N+](=O)[O-])c1)oc1ccccc12
16: COc1cccc(C(=O)N2CCC(CCC(=O)Nc3cccc(C)c3)CC2)c1
17: O=S(=O)(NCC1CCCO1)c1ccc2oc3ccc(S(=O)(=O)NCC4CCCO4)cc3c2c1 (centres undefined)
18: O=C(Nc1ccc(C(=O)O)cc1)/C(=C\c1ccccc1)NC(=O)c1ccc(Br)cc1
19: O=C(CCS(=O)(=O)c1ccccc1)Nc1nc2c(s1)CCCC2
20: CC(C)(C)OC(=O)NCCC(=O)N/N=C/c1cccc2nccnc12
Assay by compound	11	12	13	14	15	16	17	18	19	20
APOBEC3G inh	0	-11	-3	-1	-3	13	-6	-5	1	-4
MPTP block	0.2	-0.1	-3.8	0.6	2.4	2.3	-0.5	-0.7	-1.5	5.1
NR3A LBD binder	-1	0	0	-2	1	0	-1	2	2	5
mIAP activ	0.93	1	1.1	0.86	1	1.1	0.92	0.94	0.92	0.93
mIAP block	7	0	-7	14	0	-14	8	6	8	7
hIAP activ	0.94	1.1	0.84	0.93	1.1	0.8	0.96	1.1	0.85	0.87
hIAP inh	6	-11	16	7	-7	20	4	-5	15	13
APOBEC3A inh	6	-4	0	0	3	0	-1	-1	0	1
beta cell repl	-3	-6	1	0	0	-4	-1	-1	0	-2

21: COc1ccc(-c2nc3cnccn3c2NC(C)(C)CC(C)(C)C)cc1O
22: COc1cc(C(=O)Nc2ccc(Oc3ncnc4sc(-c5ccccc5)cc34)cc2)cc(OC)c1OC
23: N#C/C(=N/Nc1ccccc1[N+](=O)[O-])C(N)=S
24: COc1cc(/C=C2\SC(=S)N(CCCCC(=O)O)C2=O)ccc1OS(=O)(=O)c1ccc(C)cc1
25: COc1ccc(C(C)(C)C)cc1NC(=O)C1C2C=CC(C2)C1C(=O)O (centres undefined)
26: CC(C)CN(C(=O)C1CCCCC1)C1CCS(=O)(=O)C1 (centres undefined)
27: O=C(Cc1cccs1)N(Cc1ccco1)C1(C(=O)NC2CCCC2)CCCCC1
28: Cc1cccc(Oc2ccccc2NC(=O)c2cnccn2)c1
29: COc1ccc(/C=C2\SC(=S)N(CCCC(=O)Nc3ccccn3)C2=O)cc1OC
30: CCOc1cc(N2CCOCC2)c(OCC)cc1NC(=O)Cn1[nH]c(=O)c2ccccc2c1=O
Assay by compound	21	22	23	24	25	26	27	28	29	30
APOBEC3G inh	-2	-3	0	1	-3	-6	-3	-4	-10	-3
MPTP block	-3.2	1.2	46	-2.4	0.3	-1.6	-3.5	-2.3	0.3	2.3
NR3A LBD binder	-2	1	1	31*	-1	3	1	0	2	-2
mIAP activ	0.99	1.1	0.85	0.96	0.89	1.1	1	0.99	1	0.93
mIAP block	1	-7	15	4	11	-6	-3	1	-3	7
hIAP activ	1.1	1	1.2	1.2	0.99	1.1	0.87	1.2	0.97	0.8
hIAP inh	-8	-2	-19	-20	1	-7	13	-19	3	20
APOBEC3A inh	2	0	-1	0	1	-1	-1	-1	-4	0
beta cell repl	-1	0	-3	-7	2	-1	2	-2	-2	2

For reference, part of the list above:
1: CC1Cc2ccccc2N1S(=O)(=O)c1ccc2c(c1)n(C)c(=O)c(=O)n2C (centres undefined)
2: CC(=O)c1cc(C#N)c(N2CCN(c3ccccc3)CC2)nc1C
3: COc1ccc(C(=O)Nc2cc(Cl)cc(Cl)c2)c(OC)n1
4: C=CCn1c(SC(C)C(=O)NCc2ccc3c(c2)OCO3)nc2scc(-c3ccccc3)c2c1=O (centres undefined)
5: COc1ccccc1C(=O)Nc1ccc(S(=O)(=O)N2CCCC2)cc1
6: O=c1[nH]c(C2CCCN(S(=O)(=O)c3cccc(Cl)c3)C2)nc2c1nnn2Cc1ccc2c(c1)OCCO2 (centres undefined)
7: CCOc1ncccc1C(=O)OCC(=O)Nc1ccc(C(N)=O)cc1
8: Oc1ccc(Nc2nc(-c3ccc(O)cc3)cs2)cc1
9: COc1cc(C(=O)OCC(=O)NCc2ccco2)cc(OC)c1OC
10: CC1=C(/C=N/Nc2ccc([N+](=O)[O-])cc2[N+](=O)[O-])C(C)(C)CCC1
11: COc1ccc(CCNC(=O)Cn2nnc(-c3ccc(OC)c(OC)c3)n2)cc1OC
12: COC(=O)CSc1cc(SCC(=O)OC)c(C#N)c(SCC(=O)OC)c1
Assay by compound	1	2	3	4	5	6	7	8	9	10	11	12
APOBEC3G inh	1	-7	-1	-6	-5	-5	-6	-4	-2	0	0	-11
MPTP block	3.6	0.6	0.6	-3.5	0.0	-1.2	-0.3	-1.5	1.1	12	0.2	-0.1
NR3A LBD binder	-4	2	-1	0	-1	-4	-1	12*	-4	-1	-1	0
mIAP activ	1	1	1	1	0.95	0.97	1	0.85	1.1	0.85	0.93	1
mIAP block	0	-3	-1	-2	5	3	-2	15	-8	15	7	0
hIAP activ	0.96	1.1	1	1	1.1	1.2	1	1.1	0.91	0.94	0.94	1.1
hIAP inh	4	-13	-1	-1	-11	-16	-2	-7	9	6	6	-11
APOBEC3A inh	4	2	1	2	-8	-6	-1	-2	6	3	6	-4
beta cell repl	-3	-1	-3	-4	0	-4	2	-5	-1	0	-3	-6

13: Cc1occc1-c1nnc(SCC(=O)Nc2nccs2)n1Cc1ccco1
14: NC(=O)c1cc2ccccc2o/c1=N\NC(=O)c1ccncc1
Assay by compound	13	14
APOBEC3G inh	-3	-1
MPTP block	-3.8	0.6
NR3A LBD binder	0	-2
mIAP activ	1.1	0.86
mIAP block	-7	14
hIAP activ	0.84	0.93
hIAP inh	16	7
APOBEC3A inh	0	0
beta cell repl	1	0

Further entries:
31: COc1cccc(C(=O)NC2CCN(CC(=O)Nc3c(C)cc(C)cc3C)CC2)c1
32: CCc1ccc(N2CC(C(=O)NNC(=O)c3ccc(F)cc3)CC2=O)cc1 (centres undefined)
33: CCC1(C)SC(NC(C)=O)=NN1C(C)=O (centres undefined)
34: CN(C(=O)Nc1ccc(Cl)cc1)c1c2c(nn1C)CCCC2
35: Cc1cc(C)n(-c2ccc(C(=O)OCC(=O)N(CC(C)C)C3CCS(=O)(=O)C3)cc2)n1 (centres undefined)
36: COC(=O)c1cccnc1SCc1ccccc1
37: COc1ccccc1OCc1nc(C#N)c(NCc2ccco2)o1
38: CC(C)c1ccc(NC(=S)N2CCCC2)cc1
39: O=C(COc1nncc2ccccc12)NCC(F)(F)F
40: CC1CC(C)CN(S(=O)(=O)c2ccc(NC(=O)CN3C(=O)NC(C)(c4ccccc4)C3=O)cc2)C1 (centres undefined)
Assay by compound	31	32	33	34	35	36	37	38	39	40
APOBEC3G inh	-3	0	-3	3	-1	-4	-4	-1	-9	-6
MPTP block	/	-0.8	-0.6	2.9	0.5	-0.4	-8.7	1.4	-2.0	0.9
NR3A LBD binder	/	5	-2	1	1	0	1	0	5	-2
mIAP activ	1	1	0.98	1	0.96	0.96	0.98	0.94	1.2	1.1
mIAP block	-1	-2	2	-2	4	4	2	6	-16	-10
hIAP activ	1	1.3	1.1	0.96	0.93	1	0.93	1.1	1	1.2
hIAP inh	-3	-27	-13	4	7	-5	7	-8	-4	-18
APOBEC3A inh	7	2	-2	-2	0	-3	-4	1	-3	1
beta cell repl	-1	-1	-4	-4	0	-3	1	0	-1	-3

41: COc1cc(C(=O)Nc2ccc(S(=O)(=O)NC(C)(C)C)cc2)cc(OC)c1OC
42: CCN(CC)CCN1CNC(=S)N(c2ccccc2OC)C1
43: c1ccc(CSc2ncn(-c3ccccc3)n2)cc1
44: Clc1ccc(SCc2cc(-c3ccc(Cl)cc3)on2)cc1
45: FC(F)Oc1ccc(NC(=S)N2CCc3ccccc32)cc1
46: O=C(CCCCCN1C(=O)c2cccc3cccc(c23)C1=O)N1CCOCC1
47: CCCNC(=O)CCNC(=O)c1ccc(C(C)(C)C)cc1
48: O=C(NC12CC3CC(CC(C3)C1)C2)N1CCN(c2ncccn2)CC1
Assay by compound	41	42	43	44	45	46	47	48
APOBEC3G inh	0	-7	-6	-7	-8	-7	-2	1
MPTP block	-0.9	2.2	3.8	2.6	0.8	0.3	-2.8	-3.2
NR3A LBD binder	2	1	-1	-5	-5	0	0	-2
mIAP activ	1	0.99	1	0.94	0.96	0.98	0.99	0.91
mIAP block	-4	1	-2	6	4	2	1	9
hIAP activ	0.93	1.6	1.3	0.83	0.84	0.98	0.9	0.97
hIAP inh	7	-59	-27	17	16	2	10	3
APOBEC3A inh	4	-2	-9	-5	-1	-6	1	2
beta cell repl	-2	-4	-1	-1	-1	0	0	2
